D2 antagonist = HTS Assay for Allosteric Antagonists of the Human D2 Dopamine Receptor: Primary Screen for Antagonists | D(2) dopamine receptor (Homo sapiens), P14416 | HEK293 TREx D2 cells, calcium flux, dopamine EC80 | inhibition, % at 10 µM | actives 2% (n = 340,000); in the data active = inhibition above about 30%; also: 0% is about no effect
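Inhibition of EC80 dopamine-driven calcium flux, recorded kinetically, defines activity here; cells are a tetracycline-induced HEK293 T-REx line expressing force-coupled D2.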
D1 antagonist = Antagonist of Human D 1 Dopamine Receptor: qHTS | HEK293 TREx D1 cells, calcium flux, dopamine EC80; stronger effect = lower value | D(1A) dopamine receptor (Homo sapiens), P21728 | activity change, negative = inhibition, % at 10 µM | actives 3.2% (n = 360,000); in the data active = activity change below about -30%; also: % is scaled to controls: 0 for no effect and ±100 for the full control effect
Target sequence (P21728 whole entry, looked up): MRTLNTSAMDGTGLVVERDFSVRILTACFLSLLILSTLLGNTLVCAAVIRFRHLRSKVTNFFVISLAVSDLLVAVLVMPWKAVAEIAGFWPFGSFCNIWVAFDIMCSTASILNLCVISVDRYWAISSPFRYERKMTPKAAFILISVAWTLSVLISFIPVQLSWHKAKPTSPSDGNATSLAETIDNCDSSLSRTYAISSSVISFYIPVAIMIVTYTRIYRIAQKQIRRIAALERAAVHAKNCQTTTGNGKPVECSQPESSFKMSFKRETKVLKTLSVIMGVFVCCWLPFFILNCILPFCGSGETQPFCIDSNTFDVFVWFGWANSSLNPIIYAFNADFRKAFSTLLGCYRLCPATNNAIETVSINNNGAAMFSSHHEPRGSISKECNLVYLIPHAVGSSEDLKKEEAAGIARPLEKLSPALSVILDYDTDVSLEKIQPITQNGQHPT
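HEK293 T-REx cells expressing inducible, force-coupled D1 receptor; no-wash Ca dye, 30–90 min RT. Cmpd → 180 s read at 1 Hz → EC80 DA → 180 s read.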
TRHR PAM = qHTS for Small Molecule Agonists and Allosteric Enhancers of Human TRH Receptor: Primary Screen for Enhancers; AID 493056, 2011; actives 0.66% (n = 360,000); TRHR cells, fluo-8 calcium fluorescence, EC20 TRH enhancement; enhancement, % at 2 µM; Thyrotropin-releasing hormone receptor (Homo sapiens), P34981; in the data active = enhancement above about 30%; also: 0% is about no effect
Target sequence (P34981 whole entry, looked up): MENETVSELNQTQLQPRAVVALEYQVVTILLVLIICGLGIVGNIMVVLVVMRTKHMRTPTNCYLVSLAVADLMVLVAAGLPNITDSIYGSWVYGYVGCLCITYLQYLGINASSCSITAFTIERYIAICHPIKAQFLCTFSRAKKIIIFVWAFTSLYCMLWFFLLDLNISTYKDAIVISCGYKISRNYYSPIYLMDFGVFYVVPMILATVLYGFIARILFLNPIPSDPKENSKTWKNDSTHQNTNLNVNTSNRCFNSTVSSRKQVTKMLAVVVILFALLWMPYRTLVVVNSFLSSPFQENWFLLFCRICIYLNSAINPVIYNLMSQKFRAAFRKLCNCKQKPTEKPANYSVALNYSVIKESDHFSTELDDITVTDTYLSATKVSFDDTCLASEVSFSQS
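TRHR-expressing cells loaded with fluo-8 calcium dye were read kinetically (ex 480/em 530) during compound addition, then stimulated with an EC20 of TRH (10 nM final). Enhancement of the Gq-mediated intracellular calcium response was scored.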
D1 ag = Allosteric Agonists of the Human D1 Dopamine Receptor: qHTS; D(1A) dopamine receptor (Homo sapiens), P21728; HEK293 T-REx D1 cells, calcium flux, agonist mode; activation, % at 2 µM; actives 1% (n = 360,000); AID 504660, 2011; also: 0% is about no effect
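Agonism was scored from calcium flux recorded over 180 s (1 read/s) after pintool compound addition, following a 10-cycle baseline. Cells were inducible force-coupled HEK293 TREx D1, plated overnight at 30 C and loaded with no-wash calcium dye.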
D2 ag = HTS Assay for Allosteric Agonists of the Human D2 Dopamine Receptor: Primary Screen for Agonists; D(2) dopamine receptor (Homo sapiens), P14416; HEK293 T-REx D2 cells, calcium flux agonist mode; activation, % at 2 µM; actives 0.53% (n = 340,000);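 active = activation over 3 SD above normal in the single-dose calcium agonist read, cut at about 30% in these data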; also: 0% is about no effect
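Agonism scored from kinetic calcium signal (1 read/sec, 180 s) following compound pin transfer, after a 10 s baseline. Cells: HEK293 Trex line expressing inducible D2 receptor coupled to calcium, dye-loaded after overnight culture at 30 C.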
D2 PAM = HTS Assay for Positive Allosteric Modulators of the Human D2 Dopamine Receptor: Primary Screen for Potentiators | HEK293 T-REx D2, calcium flux, EC20 dopamine potentiation | D(2) dopamine receptor (Homo sapiens), P14416 | AID 485347, 2010 | potentiation, % at 10 µM | actives 0.34% (n = 340,000);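 active = potentiation over 3 SD above the plate norm, cut at about 30% in these data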; also: 0% is about no effect
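Tetracycline-induced HEK293 T-REx cells force-coupled to calcium signalling expressed D2; compounds were pin-added after a 10 s baseline, read kinetically 180 s, then an EC20 dopamine challenge followed with a further 180 s calcium read.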
D1 potentiator = Potentiators of Human D1 Dopamine Receptor: qHTS; potentiation, % at 10 µM; actives 0.036% (n = 360,000); HEK293 TREx D1 cells, calcium flux, dopamine EC20 potentiation; D(1A) dopamine receptor (Homo sapiens), P21728; in the data active = potentiation above about 30%; also: 0% is about no effect
RXFP1 antagonist = qHTS Assay for Antagonists of the Relaxin Receptor RXFP1. Relaxin receptor 1 (Homo sapiens), Q9HBX9. AID 1259400, 2018. activity change, negative = inhibition, % at 57.5 µM. actives 0.59% (n = 350,000). HEK293-RXFP1, relaxin-stimulated cAMP HTRF, 30 min; stronger effect = lower value;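 active = activity change of -60% or lower, but not beyond a set lower limit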; also: % is scaled to controls: 0 for no effect and ±100 for the full control effect
TRHR agonist = qHTS for Small Molecule Agonists and Allosteric Enhancers of Human TRH Receptor: Primary Screen for Agonists; Thyrotropin-releasing hormone receptor (Homo sapiens), P34981; TRHR cells, calcium flux fluo-8, FDSS agonist mode; activation, % at 2 µM; actives 0.18% (n = 360,000); also: 0% is about no effect
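TRHR-expressing cells, plated overnight in medium with 10% serum, were loaded with fluo-8 calcium dye at room temperature. After a 10 s baseline, library compound was pin-added and calcium release was recorded kinetically (ex 480/em 530) as agonist response.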
An asterisk follows results filed as active; . = no result given; & = joins results of further samples. Rule as the data show it, unless noted: active = activation above about 30%; inactive = the rest.

SMILES	D2 antagonist	D1 antagonist	TRHR PAM	D1 ag	D2 ag	D2 PAM	D1 potentiator	RXFP1 antagonist	TRHR agonist
COc1cccc(Cn2nnc(C(=O)NCc3ccc(Cl)cc3Cl)c2N)c1	.	0.4	1.7	20.5	1.4	-5.3	1.6	-8.2	-0.3
CCOc1ccc(S(=O)(=O)NCCSc2ccccc2)cc1	-8.3	-3.6	6.8	-0.4	0.2	-2.7	-3.8	-8.7	-1.2
Cc1ccc(Oc2ccc(S(=O)(=O)N3CCOCC3)cc2C(N)=O)c(-n2nc3ccccc3n2)c1	-39.1	13.4	10.6	0.1	-0.1	3.0	0.6	0.4	0.0
O=C(O)C/C(=C\c1cc(Cl)c2c(c1)OCO2)c1nc2ccccc2s1	-4.8	22.9	3.0	1.2	-0.6	11.6	3.9	-30.9	-0.1
CCNC(=S)NNC(=O)c1cc(CC(C)C)nc2ccccc12	6.9	-46.0*	-5.3	1.8	-0.3	7.0	-0.7	13.6	0.0
CCC(=O)N1c2ccc(S(=O)(=O)NCc3cccc(OC)c3)cc2CC1C (configuration not stated)	.	-76.1*	-4.0	18.2	-0.4	22.6	1.8	.	-1.2
CCNC(=O)CCS(=O)(=O)c1ccc2ccccc2c1	12.7	-28.4	2.0	0.1	-0.5	7.4	-5.2	14.3	-0.2
Cc1nnc(NC2=NCCCCC2)o1	19.8	-11.0	-4.3	2.7	-0.4	-7.8	-7.3	-16.6	0.7
CCOCCn1ccc2c(OCC(=O)Nc3ccccc3F)cccc2c1=O	-7.6	6.7	-8.1	2.4	0.3	3.7	6.2	.	1.5
Cc1cc(NC(=O)CSc2nc3c(sc4ccccc43)c(=O)n2CCc2ccccc2)n[nH]1	-5.9	-10.0	8.8	2.6	0.1	-4.4	7.4	3.7	2.0
CC(=O)NC(Cc1ccccc1)C(=O)OCC(=O)c1ccc(Cl)cc1 (configuration not stated)	-0.8	-1.1	-3.3	1.5	0.3	-3.9	5.1	9.0	0.6
Cc1ccc(N(CC(=O)NCCSc2ccccn2)S(C)(=O)=O)cc1	-0.7	-3.4	3.8	2.3	0.5	6.2	-1.9	-11.9	1.1
O=C(OCCN=C1NS(=O)(=O)c2ccccc21)C1CC(=O)N(c2ccc3ccccc3c2)C1 (configuration not stated)	16.1	.	-2.3	0.0	1.6	-5.6	-4.3	-2.1	0.1
CCc1noc(C)c1C(=O)OCC(=O)NC(=O)c1ccccc1	7.8	6.3	20.6	5.0	-0.2	-0.9	-10.7	2.8	0.4
N/C(=N\OC(=O)Cc1ccccc1[N+](=O)[O-])c1cccnc1	-6.6	-8.0	-4.0	1.8	0.1	-2.9	-11.0	0.2	0.2
CC(C)OC(=O)CSc1nnc2c3ccccc3n(C)c2n1	37.2*	-8.1	-3.0	0.2	-1.5	6.7	-3.6	-2.7	-0.5
CCc1nnc(NS(=O)(=O)c2ccc(N/C=C\C(=O)c3ccc(F)cc3)cc2)s1	-2.6	-26.6	-7.3	2.3	-1.7	5.8	0.3	-1.1	0.0
Cc1ccc2c(c1)N(CC(=O)N1CCOCC1)C(=O)CO2	-0.9	-6.3	-1.7	0.6	0.4	8.4	1.9	8.6	0.4
COc1ccc(CN(Cc2ccc(OC)cc2)C(=O)c2cccs2)cc1	-13.1	1.5	-4.5	24.9	0.7	3.3	-2.4	-17.1	3.5
CCOc1ccccc1NC(=O)C(CC(C)C)NC(=O)C1CCC(C)CC1 (configuration not stated)	18.8	22.9&-8.7	2.8&-7.1	3.6&2.4	-1.6&-0.5	21.5&-5.2	0.7&-4.8	-6.9&-20.1	-0.6&0.1
CC(C)Cn1cc(C(=O)NCCCN2CCCC2=O)c2c3ccccc3n(C)c2c1=O	-16.5	-30.4*	-0.4	-0.8	0.2	18.2	2.3	16.8	-1.0
CCOc1cccc2cc(C(=O)NCc3ccc(Cl)cc3)c(=N)oc12	1.1	-3.6	-0.2	8.6	-0.7	-0.9	0.6	-1.5	0.1
CC1=CC(C)(C)n2c(O)c(N=NC(N)=S)c3cccc1c32	-27.9	-1.6	-8.9	0.8	-1.5	-16.4	-4.4	-17.4	0.0
O=C(O)c1ccc(NCc2cccc(Br)c2)cc1	-0.9	3.4	3.9	4.5	1.4	5.8	0.7	7.1	0.0
CC(C)(C)c1[nH]nc2c1C(Cc1ccccc1)C(C#N)=C(N)O2 (configuration not stated)	-6.5	7.3	2.2	-4.0	1.4	8.2	1.7	5.2	0.9
COCCn1c(Sc2nc(C)cs2)nc2c1c(=O)[nH]c(=O)n2C	13.2	-2.4	3.9	2.1	0.5	4.9	9.3	-0.6	0.2
COc1cc(/C=N/NC(=O)c2cc(-c3ccccc3OC(C)C)nc3ccccc23)ccc1O	11.8	-21.8	5.7	5.5	0.0	-5.6	-5.0	-5.9	-0.2
Cc1cccc(C(=O)N2CCCC(N3CCN(c4ccccc4)CC3)C2)n1 (configuration not stated)	-8.7	-8.9	1.9	2.6	0.8	7.6	-0.8	13.3	0.3
CCn1c(C)nc2cc(-c3nc4n(n3)Cc3ccccc3-4)ccc21	-12.2	7.7	6.7	5.4	0.1	6.4	0.7	-17.8	0.1
Cc1ccc(C)c(Cn2c(=O)n(-c3ccc(Cl)cc3)c(=O)c3c(C)c(C)sc32)c1	.	4.2	-4.5	0.9	0.7	18.1	0.1	-12.2	0.1
Cc1occc1-c1nnc(SCC(=O)c2ccc3c(c2)OCCO3)n1CC1CCCO1 (configuration not stated)	-2.0	0.6	0.3	-0.3	1.3	0.7	-12.8	-5.5	-0.2
C=CCN(Cc1nc(-c2ccccc2)no1)C(=O)c1ccco1	-24.0	-8.2	3.6	8.0	-2.7	.	-8.8	-14.9	-1.3
c1ccc(NC(c2ccccc2)c2ccncc2)cc1 (configuration not stated)	-10.4	-7.4	-6.6	5.8	0.1	4.8	-0.6	-12.9	-0.2
O=C(O)COc1ccc(Br)cc1/C=C1/SC(=O)N(CC(=O)N2CCCC2)C1=O	10.4	-13.4	-0.2	2.9	0.9	-4.9	-9.8	-1.8	2.0
O/N=C/c1ccccc1Oc1ccccc1	-9.2	-4.4	-6.3	6.4	-1.1	0.8	-6.2	-2.9	1.1
COc1ccc(OC)c(C(=O)CSc2ncc3c(n2)-c2ccccc2N(Cc2ccccc2C)S3(=O)=O)c1	.	4.1	0.2	-0.4	0.2	-4.8	-1.1	3.6	0.3

One compound at a time, from the list above. Order of values: D2 antagonist | D1 antagonist | TRHR PAM | D1 ag | D2 ag | D2 PAM | D1 potentiator | RXFP1 antagonist | TRHR agonist
N/C(=N\OC(=O)Cc1ccccc1[N+](=O)[O-])c1cccnc1 as listed: -6.6 | -8.0 | -4.0 | 1.8 | 0.1 | -2.9 | -11.0 | 0.2 | 0.2
Cc1cc(NC(=O)CSc2nc3c(sc4ccccc43)c(=O)n2CCc2ccccc2)n[nH]1 as listed: -5.9 | -10.0 | 8.8 | 2.6 | 0.1 | -4.4 | 7.4 | 3.7 | 2.0

Next section:
SMILES	D2 antagonist	D1 antagonist	TRHR PAM	D1 ag	D2 ag	D2 PAM	D1 potentiator	RXFP1 antagonist	TRHR agonist
O=C(c1ccco1)N1CCN(Cc2ccc(Br)cc2)CC1	79.7*	-16.0	-4.0	2.1	78.7*	-20.1	-3.8	2.6	-0.7
O=C(O)Cc1sc(Nc2ccccc2Cl)nc1-c1ccccc1	.	-4.0	0.9	0.8	-0.1	-1.3	-3.2	.	0.6
CCCCn1nc(C(=O)OCC(=O)Nc2sccc2C(N)=O)c2ccccc2c1=O	-8.5	38.2	-2.1	2.4	-1.5	13.0	-7.2	-6.1	0.0
CCN(CC)S(=O)(=O)c1cccc(-c2n[nH]c(=S)n2C(C)COC)c1 (configuration not stated)	.	4.1	-4.0	0.0	.	.	0.3	-14.4	0.3
Cc1ccc(S(=O)(=O)N2CCCN(C(=O)c3ccc(-n4nccc4C)cc3)CC2)cc1	3.1	-6.3	-5.6	2.4	0.6	1.9	3.5	0.5	-0.1
Cc1c(C(=O)N(Cc2ccc(N(C)C)cc2)CC2CCCO2)oc2ccc(Cl)cc12 (configuration not stated)	.	-14.4	-3.8	0.5	0.4	5.1	-0.3	0.8	0.9
O=C(O)c1cc([N+](=O)[O-])c(Nc2cccc3ccccc23)c([N+](=O)[O-])c1	-7.0	-11.5	1.7	0.2	.	-4.8	-0.6	2.1	0.0
O=C(COc1ccccc1)Nc1ccc2nc(SCC(=O)N3CCCC3)sc2c1	.	-14.1	0.0	4.6	-2.1	-11.6	-1.1	-14.0	-0.3
Cc1ccc(SC(=O)COc2ccccc2C)cc1	-4.4	-3.1	7.1	3.7	0.3	0.8	0.5	-7.8	-0.1
O=C(OCC#CCSc1nnc(-c2ccc([N+](=O)[O-])cc2)o1)c1cccs1	14.4	-1.3	-0.3	0.8	0.1	-1.3	-9.1	-10.6	0.2
O=C(NNC(=O)c1cc2ccccc2o1)c1ccc(Cl)cc1	-10.2	4.1	0.3	2.4	0.0	4.3	-2.5	-12.2	0.4
COc1ccc(C2=CC(c3ccc(F)cc3)n3nnnc3N2)cc1 (configuration not stated)	8.5	-8.5	-2.5	-0.3	0.9	-4.1	-6.3	-13.8	0.4

Part of the list above, with bars between the fields.
SMILES | D2 antagonist | D1 antagonist | TRHR PAM | D1 ag | D2 ag | D2 PAM | D1 potentiator | RXFP1 antagonist | TRHR agonist
Cc1ccc(S(=O)(=O)N2CCCN(C(=O)c3ccc(-n4nccc4C)cc3)CC2)cc1 | 3.1 | -6.3 | -5.6 | 2.4 | 0.6 | 1.9 | 3.5 | 0.5 | -0.1
Cc1c(C(=O)N(Cc2ccc(N(C)C)cc2)CC2CCCO2)oc2ccc(Cl)cc12 (configuration not stated) | . | -14.4 | -3.8 | 0.5 | 0.4 | 5.1 | -0.3 | 0.8 | 0.9
O=C(O)c1cc([N+](=O)[O-])c(Nc2cccc3ccccc23)c([N+](=O)[O-])c1 | -7.0 | -11.5 | 1.7 | 0.2 | . | -4.8 | -0.6 | 2.1 | 0.0
O=C(COc1ccccc1)Nc1ccc2nc(SCC(=O)N3CCCC3)sc2c1 | . | -14.1 | 0.0 | 4.6 | -2.1 | -11.6 | -1.1 | -14.0 | -0.3

Source: PubChem BioAssay
